HTRA1 inhibitor – HTRA1 serine protease inhibitors, primary screen, biochemical, fluorescence polarization, HTS | recombinant HTRA1, FP-rhodamine activity-based probe | inhibition, % at 5.96 µM | 340,000 compounds, 0.5% hits | Q92743; in the data active = inhibition above about 36%;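 note: 0% = enzyme with DMSO and 100% = wells lacking enzyme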
PRMT1 inh – PRMT1 methyltransferase inhibitors, primary screen, biochemical, fluorescence polarization | recombinant PRMT1, activity-based probe fluorescence polarization | Protein arginine N-methyltransferase 1 (Homo sapiens), Q99873 | 370,000 compounds, 1.3% hits | inhibition, % at 2.79 µM;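 active = inhibition above about 21% made by adding two undisclosed values, limit read from the data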
Target sequence (Q99873 whole entry, looked up): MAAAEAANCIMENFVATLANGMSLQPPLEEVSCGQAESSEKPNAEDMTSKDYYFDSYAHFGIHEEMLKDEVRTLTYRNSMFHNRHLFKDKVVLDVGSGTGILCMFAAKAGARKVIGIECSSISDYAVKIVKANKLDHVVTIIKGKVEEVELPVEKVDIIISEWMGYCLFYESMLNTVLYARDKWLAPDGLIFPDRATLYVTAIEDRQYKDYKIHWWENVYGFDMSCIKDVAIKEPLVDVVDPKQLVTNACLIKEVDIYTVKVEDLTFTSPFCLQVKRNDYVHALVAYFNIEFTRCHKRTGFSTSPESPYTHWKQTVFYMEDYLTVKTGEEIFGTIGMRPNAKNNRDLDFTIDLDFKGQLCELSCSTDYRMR
rCAG RNA binder – binders of r(CAG) RNA repeats, primary screen, biochemical, fluorescence. inhibition, % at 3 µM. r(CAG) RNA repeat, TO-PRO-1 dye displacement fluorescence. AID 651821, 2012. 370,000 compounds, 1.3% hits;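 active = inhibition above the plate cutoff, the mean of all test compounds on that plate plus 3 SD, cut at about 35% in these data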;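 note: 0% = DMSO alone and 100% = 100 µM mitoxantrone as full dye displacement; higher means more dye released from RNA so lower well fluorescence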
MBD2 DNA inh – inhibitors of MBD2 binding to methylated DNA, primary screen, biochemical, TR-FRET, DNA-binding domain, human. Methyl-CpG-binding domain protein 2 (Homo sapiens), Q9UBB5. MBD2 binding to methylated oligonucleotide. inhibition, % at 4.4 µM. 370,000 compounds, 0.31% hits. AID 686964, 2013; in the data active = inhibition above about 13%
GC-B act – human GC-B receptor activators, primary screen, HEK293 GC-B cells, cGMP TR-FRET, EC30 CNP; 370,000 compounds, 0.11% hits; 0% at EC30 CNP, 100% saturating CNP; activation, % at 10 µM; Atrial natriuretic peptide receptor 2 (Homo sapiens), P20594; AID 1920062, 2024;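 active = activation at 10 µM reaching about 35% in either raw or pattern-adjusted values, limit read from the data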
mABHD4 FP – ABHD4 inhibitors, primary screen, biochemical, fluorescence polarization, mouse. (Lyso)-N-acylphosphatidylethanolamine lipase (Mus musculus), Q8VD66. inhibition, % at 8.92 µM. 370,000 compounds, 0.54% hits. purified mABHD4, FP-Rh probe fluorescence polarization;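 active = inhibition exceeding the mean over every tested compound plus 3 SD, cut at about 30% in these data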;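 note: 0% = plate median of compound wells and 100% = S159A mutant with DMSO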
Target sequence (Q8VD66 whole entry, looked up): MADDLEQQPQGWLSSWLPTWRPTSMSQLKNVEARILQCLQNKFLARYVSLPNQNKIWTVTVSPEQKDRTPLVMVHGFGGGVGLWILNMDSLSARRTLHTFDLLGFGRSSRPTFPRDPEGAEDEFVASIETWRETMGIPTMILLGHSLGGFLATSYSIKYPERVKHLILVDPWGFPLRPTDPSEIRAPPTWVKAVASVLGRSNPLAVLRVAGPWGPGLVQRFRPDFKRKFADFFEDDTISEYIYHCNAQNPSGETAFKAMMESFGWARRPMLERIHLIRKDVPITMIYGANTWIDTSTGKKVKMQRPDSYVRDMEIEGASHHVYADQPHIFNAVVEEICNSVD
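assay system = mABHD4 protein | compound dosing = single nominal dose of 8.92 µM, 0.89% DMSO final | read-out basis = percent inhibition of probe binding, normalized to plate controls | schedule = Enzyme–compound pre-incubation 45 min, then probe 60 min, both 25 °C | detection = fluorescence polarization, excitation 525 nm, emission 598 nm, BODIPY TMR filters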
SIAE primary – human SIAE inhibitors, primary screen, biochemical, fluorescence polarization, FP-Rh probe, 1536-well HTS; inhibition, % at 9.66 µM; SIAE FP-Rh probe binding; AID 1053197, 2014; 370,000 compounds, 0.69% hits;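 active = inhibition above a cutoff: mean of compounds within the control limits plus 3 SD of those, cut at about 17% in these data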;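 note: 0% = plate median of compound wells and 100% = probe without SIAE protein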
TDP2 absorb – human TDP2 enzyme inhibitors, primary screen, biochemical, epi absorbance, recombinant enzyme; inhibition, % at 12.8 µM; AID 720702, 2013; T5PNP hydrolysis, p-nitrophenol absorbance 415 nm; Tyrosyl-DNA phosphodiesterase 2 (Homo sapiens), O95551; 370,000 compounds, 0.34% hits;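 active = inhibition above the mean of all tested compounds plus 3 SD, set per campaign, cut at about 25% in these data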;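 note: 0% = DMSO with enzyme and 100% = buffer with substrate but no TDP2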
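Assay system: Recombinant human TDP2 | Quantity: 120 nM TDP2 per well | Incubation: 2 h at 37 °C | Signal: Epi absorbance | Evaluation: Percent inhibition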
LEDGF integ inh – blockers of LEDGF/p75-dependent integrase strand transfer – biochemical, TR-FRET, high throughput, primary screen; HIV-1 integrase (with human LEDGF/p75); TR-FRET IN-LEDGF/p75 DNA integration, Eu/Cy5; inhibition, % at 3.7 µM; 370,000 compounds, 0.64% hits;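 active = inhibition above the screen-wide mean plus 3 SD, cut at about 13% in these data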;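 note: signal is the Cy5 over europium emission ratio at 671 and 618 nm; 0% = plate median of compound wells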
TCR CD3 inh – inhibitors of human TCR-CD3 interaction, primary screen, biochemical, fluorescence, TAMRA-labeled TCR probe; inhibition, % at 9.4 µM; 360,000 compounds, 0.37% hits; in the data active = inhibition above about 19%;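 note: recombinant mutant TCR 2C K166C tagged with TAMRA read by polarization; 0% = receptor in buffer alone and 100% = receptor with positive control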
An asterisk follows results filed as active; x = no result given. Some of the compounds tested; rates above refer to the full screens.

SMILES	HTRA1 inhibitor	PRMT1 inh	rCAG RNA binder	MBD2 DNA inh	GC-B act	mABHD4 FP	SIAE primary	TDP2 absorb	LEDGF integ inh	TCR CD3 inh
CCN(C(=O)c1cc(OC)c(OC)c(OC)c1)C1CCCCC1	6	4	-1	2	1	6	-3	-1	-2	2
COc1ccc(CNS(=O)(=O)/C=C/c2ccc(F)cc2CNC(=O)OC(C)(C)C)cc1	x	-3	2	3	-8	0	-2	7	-1	x
O=C1N/C(=N\S(=O)(=O)c2ccccc2)S/C1=C\c1cc([N+](=O)[O-])ccc1O	0	8	67*	-8	3	25	-39	17	-3	-6
COc1ccc(S(=O)(=O)N2CCCCC2c2cc(C(=O)NCc3cccnc3)no2)cc1 (stereo unspecified)	x	-2	1	2	2	-1	-2	2	-1	3
O=C(COC(=O)c1ccccc1Br)NCc1cccs1	-1	-2	3	0	-3	4	6	-4	-2	-6
CN(C)c1ccc(C(=O)/C=C/c2ccc(Br)cc2)cc1	0	0	-1	4	-1	7	1	-4	-1	2
O=C(CC1(O)C(=O)N(C/C=C/c2ccccc2)c2ccccc21)c1ccccn1 (stereo unspecified)	-12	1	1	-1	-2	2	-2	-8	2	-2
COc1cc(CCc2ccccc2)c(C(=O)O)c(O)c1C/C=C(/C)CCC=C(C)C	-131	4	93*	4	0	-124	-12	0	-1	0
CCOC(=O)c1sc2nc3c(cc2c1N)C(=O)CC(C)(C)C3	5	-1	-2	-7	-2	1	2	11	0	4
Cc1nnc(SCC(=O)N2CC(=O)Nc3ccccc32)n1Cc1ccccc1	-2	1	0	-6	-1	-2	3	-6	2	-3
COc1cc(NS(=O)(=O)c2ccc(N/C=C\C(=O)c3ccc(C)cc3)cc2)nc(OC)n1	-8	-2	17	-8	3	1	-6	-10	-3	6
O=C(Nc1ccccc1)OC1C2CCC1C(N1CCCCC1)CC2 (stereo unspecified)	-1	-3	2	3	0	0	5	1	0	-5
CCc1ccc(C2NC(c3ccc(CC)cc3)C([N+](=O)[O-])C(C)(C)C2[N+](=O)[O-])cc1 (stereo unspecified)	-8	-2	2	4	0	4	-10	4	-2	-2
CC(C)CN1C(=O)c2ccc(C(=O)Nc3ccc(O)cc3C(=O)O)cc2C1=O	2	1	16	1	-3	0	-10	2	0	6
CCCCn1nc(C(=O)NCC(c2cccs2)N2CCOCC2)c2ccccc2c1=O (stereo unspecified)	-9	-7	-6	-3	2	-6	-9	-12	4	-10
NC(=O)c1ccsc1NC(=O)COC(=O)CCc1ccccc1	-3	-6	4	-5	1	-5	-3	-8	6	1
CCOC(=O)Cc1c(C)nc2cc(-c3ccc(Cl)cc3)[nH]n2c1=O	-3	-2	3	-1	-4	1	0	6	1	-2
CN(C)S(=O)(=O)c1ccc(NC(=O)CN2CCN(c3ccccn3)CC2)cc1	1	-3	-1	-3	5	2	8	9	-1	-8
COc1ccc(CNC(=O)C2CCN(C(=O)c3ccc(-c4ccccc4)cc3)CC2)cc1	-7	1	-4	-2	-4	-4	12	-3	5	3
O=C(O)Cc1c(C(=O)O)[nH]c2ccc(C(=O)O)cc12	1	0	1	2	5	6	0	2	1	8
O=C(NCc1cccnc1)c1cc(Cl)ccc1[N+](=O)[O-]	2	2	0	-5	-4	3	5	0	0	-8
O=C(NCCc1ccccc1)c1cccc(NC(=O)C2CCC2)c1	1	1	-2	0	-1	-2	0	7	2	-2
COc1ccc(NC(=O)CNC(c2ccccc2)c2ccccc2)cc1	-4	-3	-3	-6	5	3	11	18	5	5
COc1cccc(N=c2oc3ccc(OC)cc3cc2-c2nc3ccccc3[nH]2)c1	0	11	18	0	0	11	-9	-2	0	-11
COc1cc2ccccc2cc1C(=O)Nc1ccc(C)cn1	-10	-2	6	-5	-8	-1	-1	-8	2	-4
O=C(NC1CCCC1)C1C(c2ccccc2)=Nc2ccccc2N1C(=O)c1ccc(C(F)(F)F)cc1 (stereo unspecified)	x	0	4	10	5	2	1	13	3	-7
Nc1ncnc2sc3c(c12)CCNC3	9	-2	3	-4	3	-5	-3	-10	-3	0
O=C(CCc1ccccc1)N1CCN(S(=O)(=O)c2cccs2)CC1	-1	-1	-3	-1	-4	-7	-3	2	2	1
Cc1cc(C)nc(-n2nc(C)cc2NC(=O)C(C)C)n1	3	-1	-3	2	2	0	5	2	3	7
COC(=O)c1cc(C)nc(Nc2nc(C(N)Cc3ccc(F)cc3)cs2)n1 (stereo unspecified)	x	-2	24	0	-7	-1	-3	2	12	1
CCOc1ccccc1/C=N/Nc1ccccc1[N+](=O)[O-]	7	1	-2	5	-4	4	1	2	1	0
O=C(Nc1ccc(Nc2ccccc2)cc1)c1cccc(F)c1	18	4	2	0	-3	7	8	-3	6	2
Cc1cc(=O)oc(C)c1C(=O)n1nc(C)c2c1C[C@@H]1[C@H]2C1(C)C	-2	-1	-4	0	-2	3	0	8	0	4
C=CCc1cccc2cc(C(=O)N(C)C)c(=O)oc12	-7	1	2	-6	3	-9	2	-8	1	-3
COc1ccc(N2CCN(c3nc(Cl)nc(Nc4ccc(F)cc4)n3)CC2)cc1	0	-1	2	-3	-1	-13	4	0	1	-10
Oc1ccccc1N1CCN(c2nc(-c3cccs3)nc3ccccc23)CC1	-34	1	10	2	-5	-13	8	0	1	1
COc1ccc(OCC(O)CNC2CCCC2)cc1 (stereo unspecified)	2	-1	0	1	2	1	0	-10	4	-3
Cc1c(NCc2ccncc2)cccc1C(=O)O	14	-8	1	1	6	-2	4	-6	-1	7
CC(C)(C)C(=O)COC(=O)c1cc(-c2ccncc2)nc2ccccc12	-17	3	0	-9	-5	-9	-4	-5	3	-4
CC(C)N(C)c1ncnc2c1ncn2[C@H]1CN(Cc2ccco2)C[C@@H](CO)O1	x	-1	1	5	3	1	0	-12	-2	4
COC(=O)c1sc2nc(SCc3ccccc3C#N)n(N)c(=O)c2c1C	0	-1	3	3	-3	8	2	-2	2	-2
CCCN(CCC)S(=O)(=O)c1cccc(C(=O)Nc2ccc3c(c2)OCO3)c1	-26	2	0	-3	5	-7	7	-14	2	3
Nn1c(SCC(=O)Nc2cccc3ccccc23)nnc1-c1n[nH]c2c1CCC2	x	-4	3	1	-7	4	0	2	7	x
COc1ccc(NC(=O)COC(=O)C23CC4CC(CC(Cl)(C4)C2)C3)c(OC)c1	0	1	0	-2	-6	2	4	8	0	4
COc1ccc(NC(=O)CN(C)CC(=O)NC2CCCCC2C)cc1 (stereo unspecified)	6	-1	-1	4	5	1	15	10	0	4
O=C(OCC#CCSc1nnc(-c2cccc3ccccc23)o1)c1ccc(SC(F)(F)F)cc1	x	-1	x	-5	1	6	2	-12	-5	x
COc1ccc(NCc2nnc(SCC(=O)c3ccc(OC)cc3)n2C)cc1	-1	-4	-2	2	3	3	4	3	1	0
CCOc1ccc(C(C)=O)cc1CN1C(=O)c2ccccc2S1(=O)=O	-10	-3	2	3	10	0	5	-10	6	1
Cc1ccc(NS(=O)(=O)c2ccc(NC(=O)c3ccc(-c4ccccc4)cc3)cc2)c(C)c1	-17	-3	6	2	0	3	-35	3	-1	3
COc1cc(C(C)=O)ccc1Oc1ncnc2c1cnn2-c1ccc(C)c(C)c1	1	1	-2	4	-4	6	-18	7	1	-4
O=C(NCc1ccc(C(F)(F)F)cc1)O[C@H]1CC[C@@]23CCCN2C(=O)CCC[C@H]3C1	x	-2	x	4	-4	0	-5	-1	0	x
O=S1(=O)C=C(Oc2ccc(F)cc2)c2ccccc21	-2	0	2	4	4	-5	-8	-12	-1	-6

Part of the list above, in markdown.
| Molecule | HTRA1 inhibitor | PRMT1 inh | rCAG RNA binder | MBD2 DNA inh | GC-B act | mABHD4 FP | SIAE primary | TDP2 absorb | LEDGF integ inh | TCR CD3 inh |
| --- | --- | --- | --- | --- | --- | --- | --- | --- | --- | --- |
| CC(C)N(C)c1ncnc2c1ncn2[C@H]1CN(Cc2ccco2)C[C@@H](CO)O1 | x | -1 | 1 | 5 | 3 | 1 | 0 | -12 | -2 | 4 |
| COC(=O)c1sc2nc(SCc3ccccc3C#N)n(N)c(=O)c2c1C | 0 | -1 | 3 | 3 | -3 | 8 | 2 | -2 | 2 | -2 |
| CCCN(CCC)S(=O)(=O)c1cccc(C(=O)Nc2ccc3c(c2)OCO3)c1 | -26 | 2 | 0 | -3 | 5 | -7 | 7 | -14 | 2 | 3 |
| Nn1c(SCC(=O)Nc2cccc3ccccc23)nnc1-c1n[nH]c2c1CCC2 | x | -4 | 3 | 1 | -7 | 4 | 0 | 2 | 7 | x |
| COc1ccc(NC(=O)COC(=O)C23CC4CC(CC(Cl)(C4)C2)C3)c(OC)c1 | 0 | 1 | 0 | -2 | -6 | 2 | 4 | 8 | 0 | 4 |
| COc1ccc(NC(=O)CN(C)CC(=O)NC2CCCCC2C)cc1 (stereo unspecified) | 6 | -1 | -1 | 4 | 5 | 1 | 15 | 10 | 0 | 4 |
| O=C(OCC#CCSc1nnc(-c2cccc3ccccc23)o1)c1ccc(SC(F)(F)F)cc1 | x | -1 | x | -5 | 1 | 6 | 2 | -12 | -5 | x |
| COc1ccc(NCc2nnc(SCC(=O)c3ccc(OC)cc3)n2C)cc1 | -1 | -4 | -2 | 2 | 3 | 3 | 4 | 3 | 1 | 0 |
| CCOc1ccc(C(C)=O)cc1CN1C(=O)c2ccccc2S1(=O)=O | -10 | -3 | 2 | 3 | 10 | 0 | 5 | -10 | 6 | 1 |
| Cc1ccc(NS(=O)(=O)c2ccc(NC(=O)c3ccc(-c4ccccc4)cc3)cc2)c(C)c1 | -17 | -3 | 6 | 2 | 0 | 3 | -35 | 3 | -1 | 3 |
| COc1cc(C(C)=O)ccc1Oc1ncnc2c1cnn2-c1ccc(C)c(C)c1 | 1 | 1 | -2 | 4 | -4 | 6 | -18 | 7 | 1 | -4 |
| O=C(NCc1ccc(C(F)(F)F)cc1)O[C@H]1CC[C@@]23CCCN2C(=O)CCC[C@H]3C1 | x | -2 | x | 4 | -4 | 0 | -5 | -1 | 0 | x |
| O=S1(=O)C=C(Oc2ccc(F)cc2)c2ccccc21 | -2 | 0 | 2 | 4 | 4 | -5 | -8 | -12 | -1 | -6 |

Screening results (PubChem)
